Screens deposited in PubChem by Broad Institute.
EWS-Fli block: blocks EWS/Fli oncoprotein-driven transcription | AID 651661 | 0.67% of 350,000 active | A673 NR0B1-luciferase reporter, viability-normalised | inhibition, % at 12.6 µM;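 active means mean inhibition of at least 50% after viability correction, with every replicate also passing that limit; inconclusive means mean reaches 50% but only one of two replicates passes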;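 further: firefly luciferase signal divided by Alamar Blue viability fluorescence both relative to DMSO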
LGR2 antag: blocks bursicon-induced cAMP signaling via Drosophila LGR2. HEK293 LGR2, CRE-luciferase, bursicon-stimulated, 4 h. inhibition, % at 9.99 µM. 0.35% of 380,000 active;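 active means drop in luminescence signal, shown as inhibition above about 50% in the replicate tests, limit read from the data, passing the limit was not always enough; inconclusive means probably only some replicates passing the limit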;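 further: agonist challenge used bursicon conditioned medium at about half maximal strength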
DENV2 CPE rescue: inhibitors of DENV2 cytopathic effect | DENV2-infected cells, cytopathic effect rescue, plate reader | CPE inhibition, % at 9.99 µM | 1.7% of 350,000 active; in the data active means CPE inhibition above about 20%, passing the limit was not always enough; inconclusive means no clear call, values can overlap the other calls; tested in BHK-21 cells;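 further: 0% = median of neutral control wells and 100% = median of positive control wells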
CASP6 VEID inh: blocks human caspase-6 cleavage activity; P55212; purified caspase-6, Z-VEID-R110 cleavage fluorescence; inhibition, % at 12.5 µM; 0.53% of 350,000 active; AID 686996;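 active means mean inhibition across replicates at least about 35%, with every replicate also reaching that limit, limit read from the data; inconclusive means only one of the two criteria met; inactive means neither criterion met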;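 further: 0% = median of neutral control wells and 100% = no fluorescence left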
Target sequence (P55212 24-179 limits assumed): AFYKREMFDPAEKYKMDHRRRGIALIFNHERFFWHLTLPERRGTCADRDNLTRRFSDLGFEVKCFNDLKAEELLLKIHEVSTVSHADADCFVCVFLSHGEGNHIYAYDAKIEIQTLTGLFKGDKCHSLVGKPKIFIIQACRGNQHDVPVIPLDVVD
Target sequence (P55212 194-293 limits assumed): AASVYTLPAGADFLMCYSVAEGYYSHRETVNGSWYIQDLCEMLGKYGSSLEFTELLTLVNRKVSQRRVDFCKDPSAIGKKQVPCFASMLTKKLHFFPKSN
SIRT5 block: sirtuin-5 (human) deacylase inhibition; Purified SirT5, succinyl-peptide AMC, trypsin-coupled fluorescence; inhibition, % at 15 µM; 1.1% of 330,000 active; AID 652115; in the data active means inhibition above about 15%; inconclusive means no clear call, values can overlap the other calls
Target sequence (Q9NXA8 whole entry, looked up): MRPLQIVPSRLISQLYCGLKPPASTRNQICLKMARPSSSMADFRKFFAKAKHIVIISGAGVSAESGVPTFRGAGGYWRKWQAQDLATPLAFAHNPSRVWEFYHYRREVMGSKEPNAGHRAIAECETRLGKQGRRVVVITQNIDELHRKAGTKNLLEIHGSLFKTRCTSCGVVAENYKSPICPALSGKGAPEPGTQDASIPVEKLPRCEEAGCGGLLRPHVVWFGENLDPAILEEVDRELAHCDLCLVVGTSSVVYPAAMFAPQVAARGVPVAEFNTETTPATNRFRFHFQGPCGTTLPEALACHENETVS
ARNT TACC3 PPI: disruptors of human ARNT/TACC3 interaction; Q9Y6A5; AlphaScreen His-ARNT PAS-B/GST-TACC3 binding, luminescence; TACC3 fragment carries E629A point mutation; inhibition, % at 9.99 µM; 0.66% of 390,000 active;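 active means mean inhibition of replicates at least 50% and at least half of replicates each reaching 50%; inconclusive means half or more replicates reach 50% but mean below 50%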;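 further: 0% = complete ARNT plus TACC3 wells and 100% = ARNT alone without TACC3; many hits fall short of the cut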
PAX8 reporter: PAX8 transcriptional activity inhibition | inhibition, % at 12.6 µM | RMG-I TPO-luciferase reporter, SteadyGlo, 24 h | AID 652154 | 1.2% of 360,000 active;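 active means mean replicate inhibition at least 60% with every replicate also reaching 60%; inconclusive means only one of the two criteria is met; inactive means mean below 60% and not all replicates reaching 60%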;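 further: luciferase light reporting Pax8 driven TPO promoter activity; plate controls were median of neutral control wells for no effect and mitoxantrone controls for full effect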
* hit, by the source's call; ? = inconclusive; · = not tested or not shown; & = joins results of further samples. Outcome played no part in choosing rows; 4.9% or so of the library scored in one or more.

| molecule | EWS-Fli block | LGR2 antag | DENV2 CPE rescue | CASP6 VEID inh | SIRT5 block | ARNT TACC3 PPI | PAX8 reporter |
| --- | --- | --- | --- | --- | --- | --- | --- |
| C[C@@H]1CN([C@@H](C)CO)C(=O)c2cccc(NC(=O)Nc3ccc(C(F)(F)F)cc3)c2O[C@H]1CN(C)CC1CC1 | -3.0 | · | 5.9 | -0.3 | 11.1 | -1.6 | 0.2 |
| CC(C)NC(=O)Nc1ccc2c(c1)C(=O)N([C@@H](C)CO)C[C@@H](C)[C@@H](CN(C)C(=O)Nc1ccc3c(c1)OCO3)OCCCC[C@@H](C)O2 | -10.4 | 3.4 | -1.9 | 5.6 | -1.0 | -7.2 | 0.6 |
| CCOC(=O)C1CCCN(S(=O)(=O)c2c(C)noc2C)C1 (stereo unspecified) | -21.8 | 8.2 | -6.3 | -0.2 | 2.4 | -1.7 | 11.1 |
| CC(C)C(=O)Nc1ccc2c(c1)C(=O)N(C)[C@@H]1CC[C@@H](CC(=O)NCC3CC3)O[C@H]1CO2 | -5.8 | -16.3 | -1.5 | -0.2 | 2.5 | -5.6 | -13.8 |
| Fc1ccc(OCCCCCCN2CCCC2)cc1 | 0.3 | 7.0 | · | 2.2 | -1.8 | -0.1 | · |
| COc1cccc(Cn2cc(C)cc(NC(=O)NCc3ccccc3)c2=O)c1 | -35.7 | -13.5 | -3.4 | -0.6 | 4.0 | -0.8 | 0.1 |
| Cc1noc(C)c1S(=O)(=O)N(C)C[C@H]1Oc2ccc(NS(=O)(=O)c3cn(C)cn3)cc2C(=O)N([C@@H](C)CO)C[C@H]1C | -5.9 | -15.9 | -11.2 | -0.6 | -2.6 | -7.0 | · |
| Cc1nc(NC(=O)c2ccccc2)sc1-c1cc(C(=O)N2CCOCC2)nn1Cc1ccccc1 | 10.7 | 13.3 | -4.9 | 1.4 | -7.2 | · | 21.6 |
| CC(C)NC(=O)c1ccc(CN2CCc3ccccc3C2)cc1 | 13.2 | -6.0 | -1.1 | 3.1 | 0.4 | 5.1 | 27.0 |
| CC(C)c1cccc(C(C)C)c1NC(=O)CN(C)C1CCS(=O)(=O)C1 (stereo unspecified) | 2.0 | -23.8 | 5.9 | 1.7 | -0.1 | -6.7 | -4.6 |
| CC[C@]12C(=O)N(C)C[C@H]([C@@H]3C(=O)N(C)C(=O)[C@@H]31)N2C(=O)c1ccc(F)cc1 | -3.2 | -10.0 | ? | -0.1 | 1.0 | 5.4 | 7.4 |
| CC(C)NC(=O)CSc1nc(-c2ccccc2)cs1 | -48.7 | -81.8 | 0.5 | 2.4 | · | -2.3 | -143.6 |
| CC(C)(C)c1ccc(C(=O)NCC(=O)OCC(=O)N2CCN(S(=O)(=O)c3ccc(Cl)cc3)CC2)cc1 | -0.9 | -7.3 | -6.8 | -0.2 | 0.0 | -2.1 | -31.1 |
| COc1ccc2c3c([nH]c2c1)[C@H](CO)N(C(=O)c1ccc(F)cc1)CC31CCN(C)CC1 | 23.6 | -11.5 | 13.7 | · | · | · | · |
| Cc1noc(C)c1NC(=O)N(C)C[C@@H]1Oc2ccc(NC(=O)Nc3ccc(C(F)(F)F)cc3)cc2CC(=O)N([C@@H](C)CO)C[C@H]1C | -2.8 | -23.1 | -1.6 | -2.0 | 3.0 | -1.7 | -2.4 |
| O=C(NCCN1CCNCC1)c1ccccc1O | 6.9 | · | ? | -16.4 | -6.6 | · | 9.8 |
| COc1ccc(OC)c(/C=C/C(=O)N(C)CC(=O)Nc2ccc(C)cc2)c1 | · | -15.4 | · | · | · | -13.1 | -7.6 |
| N/C(Cn1cncn1)=N\NC(=O)C(=O)Nc1ccc(Cl)cc1Cl | -5.1 | -13.9 | -6.4 | -2.2 | 1.8 | 12.8 | -16.2 |
| CC(C)NC(=O)N(C)C[C@H]1Oc2ccc(NC(=O)Nc3cccc4ccccc34)cc2CC(=O)N([C@H](C)CO)C[C@H]1C | -9.0 | 1.5 | 5.5 | 1.4 | -1.8 | 1.1 | 10.1 |
| CCC(C)N(C)Cc1cccc(C2(O)CCN(S(=O)(=O)c3ccc(F)c(C)c3)CC2)c1 (stereo unspecified) | · | 9.3 | · | · | · | -7.7 | -8.8 |
| CCN(CC)C(=O)Cn1c(=O)oc2ccccc21 | 1.8 | -1.4 | 0.8 | -2.8 | -4.6 | -8.3 | 1.1 |
| CO[C@H](CN(C)S(=O)(=O)c1ccc(C)cc1)[C@H](C)CN([C@@H](C)CO)S(=O)(=O)c1cccc(Cl)c1 | 11.0 | 8.6 | 2.8 | 2.7 | 1.9 | -5.7 | · |
| CC(C)(C)OC(=O)N1CCC(C(=O)NNC(=O)c2ccc(Cl)cc2Cl)CC1 | · | 1.8 | -0.6 | -3.9 | -2.8 | -6.3 | -0.6 |
| CCCC(=O)Nc1ccc2c(c1)OC[C@H](C)N(C(=O)c1ccccc1F)C[C@H](C)[C@@H](OC)CN(C)C2=O | · | 4.9 | -3.2 | 2.1 | -2.4 | · | 4.9 |
| O=C(CCc1nc(-c2ccccc2)no1)NC1CCCCCC1 | 1.8 | -17.5 | -3.6 | 0.0 | -5.6 | -4.2 | 0.3 |
| C[C@H](CO)N1C[C@H](C)[C@@H](CN(C)C(=O)NC2CCCCC2)OCc2cn(nn2)CCCC1=O | 7.0&0.3 | 2.4 | 0.1&4.1 | -1.6&9.1 | 0.9&1.6 | -1.4 | 16.5&-7.6 |
| O=C(c1cccnc1)N1C[C@@H]2[C@H](c3ccccc31)[C@H](CO)N2C(=O)Nc1ccccc1Cl | -5.5 | 13.6 | -10.2 | -3.2 | 5.0 | 3.2 | -9.5 |
| Cc1cc(-c2nnc(SCC(=O)Nc3cccc(F)c3)n2N)n[nH]1 | -9.0 | 5.6 | -1.4 | 5.1 | -4.3 | 7.0 | -9.5 |
| Cc1cccc(N(C)c2cc(-c3ccc(F)cc3)nc3ccnn23)c1 | 0.6 | 7.0 | 12.5 | 0.2 | -2.8 | · | 11.7 |
| Cc1c(CBr)[n+](=O)c2c(n1[O-])C(Br)CCC2Br (stereo unspecified) | 3.9 | -2.6 | 3.7 | 0.1 | 1.2 | 2.6 | 14.3 |
| C[C@@H]1CCCCO[C@H](CN(C)C(=O)Nc2ccc3c(c2)OCO3)[C@H](C)CN([C@@H](C)CO)C(=O)c2cc(NC(=O)c3ccccc3)ccc2O1 | -16.7 | -0.8 | 14.4 | -0.2 | -1.1 | 8.1 | -16.4 |
| C[C@@H]1CN([C@H](C)CO)C(=O)c2cc(NC(=O)Nc3ccc(F)cc3)ccc2O[C@@H]1CN(C)S(=O)(=O)c1ccc(F)cc1 | 4.5 | 16.6 | 18.5 | · | 6.5 | 20.3 | · |
| CCCCNC(=O)Cn1nc(-c2ccc(C)cc2)ccc1=O | · | 8.6 | · | 2.0 | -2.8 | -20.0 | · |
| COc1ccccc1-c1csc(C(O)(c2ccccc2)C(F)(F)F)n1 (stereo unspecified) | 3.7 | -0.4 | 2.8 | 3.7 | 0.1 | · | -13.3 |
| C[C@H](CO)N1C[C@H](C)[C@H](CN(C)C(=O)c2ccc3ccn(C)c3c2)OCc2cnnn2CCCC1=O | -1.0&0.3 | 8.9 | 6.5&18.6 | -1.1&1.1 | -0.4&0.5 | -1.8 | -1.4&5.1 |
| C=CCNC(=O)[C@H]1[C@@H]2C(=O)O[C@@H](c3ccccc3)[C@@H](c3ccccc3)N2[C@@H](c2ccc(OCCO)cc2)[C@]12C(=O)Nc1ccc(C#CCC(C(=O)OC)C(=O)OC)cc12 | 49.9 | · | -8.3 | -2.4 | 2.6 | -10.1 | 12.2 |
| O=C(Nc1ccc(N=Nc2ccccc2)c(NC(=O)C2CCCO2)c1)C1CCCO1 (stereo unspecified) | · | 18.2 | · | · | · | 18.3 | 3.4 |
| O=C(C[C@H]1CC[C@H](NC(=O)CN2CCOCC2)[C@H](CO)O1)NCc1cccc(F)c1 | -4.3 | -1.5 | 14.9 | 1.8 | 1.1 | -0.6 | 10.9 |
| CC(C)CCNC(=O)c1ccc2c(SCC(=O)O)c3c(nc2c1)CCC3 | -11.9 | -7.9 | 4.9 | 26.6 | -2.5 | -7.7 | 0.6 |
| CCC(=O)Nc1ccc2c(c1)C(=O)N(C)[C@H]1CC[C@H](CC(=O)Nc3cccc(F)c3)O[C@@H]1CO2 | 4.4 | 0.2 | 1.0 | -4.1 | -1.1 | -3.3 | 5.9 |
| C(=C(c1ccccc1)c1ccccc1)c1ccccn1 | -4.7 | 3.2 | 54.3* | · | · | 9.7 | -11.9 |
| CCCC#Cc1cnc2c(c1)C(=O)N([C@@H](C)CO)C[C@H](C)[C@@H](CN(C)C(=O)C1CC1)O2 | 1.3 | 10.7 | -9.2 | 1.4 | -0.8 | -8.6 | · |
| COc1ccccc1CNC(=O)C1CCC(CNc2c(N3CCCCC3)c(=O)c2=O)CC1 (stereo unspecified) | 12.0 | -0.3 | -3.0 | 0.9 | 1.1 | 10.6 | -8.5 |
| CCC1(O)CC(c2ccccc2)=NN1C(=O)c1ccccc1F (stereo unspecified) | 6.7 | 18.9 | -1.6 | -2.0 | 0.2 | -2.7 | 3.7 |
| Cc1c(C(=O)N2CCN(c3ccccn3)CC2)sc2ncnc(N3CCOCC3)c12 | 3.1 | 8.4 | 4.6 | 0.9 | 3.8 | -0.3 | · |
| CCOC(=O)c1sc2cccc(F)c2c1N | 5.3 | -19.4 | 4.5 | 3.3 | -2.9 | 3.8 | · |
| CCOc1ccc(NC(=O)C(Cc2ccccc2)NC(=O)C2CCCCC2)cc1 (stereo unspecified) | · | 20.1 | · | · | · | -3.4 | -9.5 |
| CCOC(=O)C1=C(C)N(C)C(=O)NC1c1cccc2ccccc12 (stereo unspecified) | 0.9 | 10.1 | 1.5 | -1.4 | -4.2 | -0.8 | 12.8 |
| CC(=O)Nc1ccc(S(=O)(=O)N2CCC(C(=O)c3ccc(Cl)cc3)CC2)cc1 | 32.4 | -6.2 | ? | 2.0 | 2.4 | · | 17.6 |
| CC(=O)c1sc(-c2ccc(F)cc2)cc1NS(=O)(=O)c1ccc(C)cc1 | -7.6 | -4.1 | -0.3 | -0.1 | -0.1 | -9.0 | -0.9 |
| COc1ccc(-c2c(C#Cc3ccc(N(C)C)cc3)c3ccccc3n2C)cc1 | -58.4 | · | -0.9 | -0.1 | · | 4.2 | -5.2 |
| C[C@@H]1CN([C@@H](C)CO)C(=O)c2cc(C#CCN(C)C)cnc2O[C@@H]1CN(C)S(=O)(=O)c1ccccc1 | 3.8 | -0.3 | -1.6 | -2.6 | 0.6 | -1.2 | · |
| C=CCCC(=O)Nc1nc(C)c(-c2csc(Nc3cccc(OC)c3)n2)s1 | -0.7 | -22.9 | -7.0 | 1.2 | · | -6.3 | 14.9 |
| C[C@@H]1CN([C@@H](C)CO)C(=O)c2cccc(NC(=O)Nc3ccc(F)cc3)c2O[C@@H]1CN(C)CC1CCCCC1 | -1.0 | 15.9 | · | · | · | · | -5.6 |
| CC(C)C(=O)Nc1cccc(-c2nc3ncccc3o2)c1 | -24.8 | -15.0 | 3.1 | 1.0 | -2.7 | 1.2 | -7.1 |
| CC(C)N(C(=O)NC(=O)Nc1ccc(S(=O)(=O)N2CCCC2)cc1)S(C)(=O)=O | 11.4 | -6.9 | 6.1 | 1.9 | 0.9 | 0.0 | 8.3 |
| COc1cc(OC)cc(C(=O)N2CCN(C(=O)c3cccnc3)CC2)c1 | 10.8 | -2.5 | 5.1 | 2.6 | 1.9 | 19.0 | 0.9 |
| CNC(=O)C[C@@H]1CC[C@H]2[C@@H](COC[C@@H](O)CN2Cc2ccc(C(F)(F)F)cc2)O1 | · | -1.1 | -0.1 | 4.8 | -3.7 | 32.9 | · |
| Oc1ccccc1CNCCCN1CCOCC1 | -0.3 | 13.3 | ? | -25.0 | 4.3 | -9.5 | -5.5 |
| Cc1ccc(CSCCNS(=O)(=O)c2ccccc2)cc1 | · | 12.2 | · | · | · | 27.9 | -20.6 |
